LANA DNA inh: inhibitors of KSHV LANA C-terminal domain DNA binding; MBP-C-LANA/FAM-LBS DNA binding, fluorescence polarization; inhibition, % at 9 µM; 340,000 tested, 0.078% active;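 active = highest replicate inhibition at or above 60% at 9 µM, even if other replicates fall short; inactive = all replicates below 60% inhibition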;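 also: 0% = neutral control wells and 100% = 4 µM acridine orange control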
Cardiac RTF inh: cardiac RTF calcium desensitization. P19429+P45379. IANBD-labeled cardiac RTF, Ca2+ fluorescence. inhibition, % at 7.15 µM. 340,000 tested, 0.12% active;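 active = inhibition above the mean inhibition of all tested compounds plus 3 SD, cut at about 17% in these data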;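 also: assay run at fixed EC70 calcium of 1.6 mM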
PKA-R2B act: activators of human PKA-R2B complex; 340,000 tested, 0.079% active; PKA-R2B holoenzyme dissociation, Cy5-IP20 fluorescence polarization; R2B truncated from residue 108, S112A mutant; 0% DMSO only, 100% 113 µM cGMP; AID 504700; activation, % at 11.4 µM; P22694+P31323;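 active = activation above a cutoff set at the mean over all compounds plus 3 SD, cut at about 18% in these data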;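 also: higher means more holoenzyme dissociation and a rise in polarization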
Rtt109 HAT inh: C. albicans Rtt109 histone acetyltransferase inhibition. inhibition, % at 34.9 µM. 330,000 tested, 0.16% active. AID 540336. Q5AAJ8. purified Rtt109/Vps75, ThioGlo CoA-SH fluorescence, 4 h;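 active = inhibition of at least 50% in every replicate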
Target sequence (Q5AAJ8 whole entry, looked up): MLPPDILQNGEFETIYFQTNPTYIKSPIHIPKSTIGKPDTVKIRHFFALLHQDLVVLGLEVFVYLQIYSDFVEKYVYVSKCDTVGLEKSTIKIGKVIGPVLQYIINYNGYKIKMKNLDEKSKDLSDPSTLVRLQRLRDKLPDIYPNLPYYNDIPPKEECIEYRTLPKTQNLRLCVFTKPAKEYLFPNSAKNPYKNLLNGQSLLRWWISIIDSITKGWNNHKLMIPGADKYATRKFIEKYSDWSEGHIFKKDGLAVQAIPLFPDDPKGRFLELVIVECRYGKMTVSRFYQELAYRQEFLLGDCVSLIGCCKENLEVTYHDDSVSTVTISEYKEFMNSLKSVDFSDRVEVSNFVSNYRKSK
SR-BI uptake up: enhances SR-BI lipid uptake from DiI-HDL; CHO ldlA[mSR-BI] cells, DiI-HDL uptake fluorescence, 3 h; 100 = double the neutral-control signal; activation, % at 12.5 µM; AID 504775; 320,000 tested, 0.096% active;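 active = mean replicate activation of at least 60% and every replicate at or above 60%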;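 also: 0% = median plate neutral-control signal and 100% = twice that signal; values of inactives mirror those of a sister screen read the other way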
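Assay system: LDL receptor-deficient CHO ldlA cells overexpressing murine SR-BI / Medium: BSA-supplemented, HEPES-buffered Ham's F12, pH 7.4 / Probe or stimulus: DiI-labelled HDL at 10 µg/mL final / Timing: compound with DiI-HDL co-incubation, 3 h at 37 °C / Technique: bottom-read cell fluorescence after medium removal, ex 550/em 595 nm / Measure: HDL uptake via cellular fluorescence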
CAL PDZ FP-1: inhibitors of human CAL PDZ peptide binding | 330,000 tested, 0.02% active | AID 504414 | Q9HD26 | inhibition, % at 20 µM | purified CAL PDZ, TMR-peptide fluorescence polarization, 1 h;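 active = highest replicate inhibition of at least 40%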;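 also: plate controls were DMSO neutral control wells for no effect and unlabeled competitor peptide control wells for full effect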
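material = purified tagged CAL PDZ domain construct (CerCALP) | buffer or medium = sodium phosphate/NaCl buffer pH 7.4 with TCEP, IgG, Thesit | reagent = TMR-labelled reporter peptide T*-PRC34 bound in PDZ groove | incubation = 1 h room-temperature incubation prior to read | measured by = fluorescence polarization (mP) | evaluation = percent inhibition from loss of millipolarization | control set = unlabelled peptide and DMSO controls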
Keap1-Nrf2 PPI: disrupts human Keap1 binding to Nrf2 peptide | inhibition, % at 9.4 µM | Q14145 | 340,000 tested, 0.15% active | AID 504523 | Keap1 Kelch-Nrf2 peptide fluorescence polarization, 1536-well; in the data active = inhibition above about 12%;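 also: human Keap1 Kelch domain with fluorescein labeled Nrf2 9mer peptide probe; 0% = neutral control wells and 100% = peptide positive control; higher means more block of Keap1 binding to Nrf2 peptide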
Target sequence (Q14145 whole entry, looked up, the tested form may be a part): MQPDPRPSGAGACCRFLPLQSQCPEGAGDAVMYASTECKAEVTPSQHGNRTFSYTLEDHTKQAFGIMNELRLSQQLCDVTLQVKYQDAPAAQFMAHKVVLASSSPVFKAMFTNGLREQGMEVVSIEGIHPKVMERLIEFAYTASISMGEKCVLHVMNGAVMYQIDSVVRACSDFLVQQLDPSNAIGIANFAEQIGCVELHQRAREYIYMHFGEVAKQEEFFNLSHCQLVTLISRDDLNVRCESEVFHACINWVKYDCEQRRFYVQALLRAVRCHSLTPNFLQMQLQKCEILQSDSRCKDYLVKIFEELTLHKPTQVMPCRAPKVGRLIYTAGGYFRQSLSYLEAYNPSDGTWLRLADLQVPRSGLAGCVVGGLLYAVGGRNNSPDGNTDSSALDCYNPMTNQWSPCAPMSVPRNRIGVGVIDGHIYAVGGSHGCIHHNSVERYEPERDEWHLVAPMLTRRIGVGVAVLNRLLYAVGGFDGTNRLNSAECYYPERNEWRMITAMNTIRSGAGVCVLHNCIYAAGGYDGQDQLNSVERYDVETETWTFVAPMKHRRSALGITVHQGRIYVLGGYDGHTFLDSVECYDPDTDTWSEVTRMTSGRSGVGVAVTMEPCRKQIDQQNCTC
CAL PDZ FP-2: blocks peptide binding to the human CAL PDZ domain. AID 602252. Q9HD26. purified CAL PDZ, TMR-peptide fluorescence polarization, 1 h. 300,000 tested, 0.92% active. inhibition, % at 24.9 µM;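 active = mean inhibition of at least 30% with at least half of replicates also reaching 30%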;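 also: 0% = DMSO neutral control and 100% = excess unlabeled competitor peptide PRC23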
cardiac RTF act: increases calcium sensitivity of human cardiac regulated thin filaments. IANBD-labeled TnC RTF fluorescence at EC20 calcium; 0% EC20 calcium, 100% full calcium. activation, % at 7.2 µM. P19429+P45379. 340,000 tested, 0.24% active. AID 493008;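 active = activation above the mean over all tested compounds plus 3 SD, cut at about 30% in these data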;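 also: rise in fluorescence read as greater calcium sensitivity of cardiac thin filaments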
DAGLB inhibitor: diacylglycerol lipase beta (human) inhibition | HEK293T DAGLB membrane lysate, EnzChek fluorogenic substrate | 340,000 tested, 0.059% active | Q8NCG7 | inhibition, % at 5.17 µM; in the data active = inhibition above about 34%;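 also: 0% = enzyme with vehicle and 100% = wells lacking enzyme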
An asterisk follows results filed as active; . = no result given.

SMILES	LANA DNA inh	Cardiac RTF inh	PKA-R2B act	Rtt109 HAT inh	SR-BI uptake up	CAL PDZ FP-1	Keap1-Nrf2 PPI	CAL PDZ FP-2	cardiac RTF act	DAGLB inhibitor
O=C(NCc1ccco1)C(c1ccc(F)cc1)N(C(=O)Cc1cccs1)c1cccnc1 (centres undefined)	-1.4	4	-6	-13	21	-0.5	-3	-3	4	2
COc1cccc2c(=O)n(CC(=O)N3CCc4ccccc43)ccc12	0.1	-1	1	-1	-3	0.1	-7	.	-3	0
CCOCCCNC(=O)c1cc2c(=O)n3cccc(C)c3nc2n1C	1.1	-6	4	6	10	-1.3	1	.	11	-1
O=C(N/N=C/c1ccc(F)cc1)c1cccc(NC(=O)c2ccccc2Cl)c1	-1.7	-9	4	17	-61	-4.1	-6	0	-3	1
O=C(c1cccc(Cl)c1)N1CCCc2ccccc21	1.0	-3	2	9	-51	-0.5	0	-2	0	-5
CC1CCCC(C)N1C(=O)CSc1nc2ccccc2c(=O)[nH]1 (centres undefined)	1.3	6	7	2	-5	-0.9	-3	.	4	1
O=C(Cc1cccs1)Nc1nc2c(ccc3ccccc32)s1	-1.1	-2	-3	3	-68	-1.3	-6	-1	-2	-4
O=C(Nc1ccccc1)C1CCN(C(=O)c2ccc(Br)cc2)CC1	0.5	-1	-7	1	-8	-0.1	-4	-2	-4	0
Cc1ccc(CCNC(=O)CNC(=S)N(Cc2ccccc2)Cc2cccnc2)cc1	0.9	-18	-4	19	6	-0.9	-2	3	13	1
Cc1ccc(CNC(=O)C2CCC(CNc3c(N4CCC(C)CC4)c(=O)c3=O)CC2)cc1 (centres undefined)	-11	0	-17	8	-3	-1.0	5	-15	-1	1
Cc1c[nH]c(=O)c([N+](=O)[O-])c1	0.0	-5	-5	15	.	-0.2	1	7	3	-4
O=C(c1cc2c(=O)n3ccccc3nc2s1)N1CCN(Cc2ccc3c(c2)OCO3)CC1	.	-6	-5	-5	-14	-2.8	.	-6	7	1
COc1ccc(CN(CC(=O)NCc2ccco2)C(=O)CCC(=O)Nc2nccs2)cc1	0.8	-5	-15	3	11	-0.2	2	-1	-3	-4
CC1CCCCN1C(=O)COC(=O)C1CCN(S(=O)(=O)c2c(Cl)cccc2Cl)CC1 (centres undefined)	-0.1	-6	-7	6	-48	-0.1	4	.	-5	-3
O=C(C1CCC(=O)N(C2CCCC2)C1)N1CCC(Oc2cccc(F)c2)CC1 (centres undefined)	0.2	-5	2	-10	28	0.7	1	.	0	1
Cc1ccc([N+](=O)[O-])cc1NC(=O)c1cccnc1	0.1	-1	-12	1	1	-1.1	-2	1	-5	-3
CCn1c(SCC(=O)N/N=C/c2ccc(C)o2)nnc1-c1ccccc1	0.2	0	7	-6	9	-1.3	-11	-5	-2	4
CCn1nc(CC(=O)Nc2nnc(CC(=O)N3CCCC3)s2)c2ccccc2c1=O	3.4	-2	-3	6	-5	0.6	1	1	-3	0
Cc1ccccc1OCCC(=O)N1CCN(S(=O)(=O)c2ccc(Cl)cc2)CC1	3.6	-6	3	17	5	0.4	2	-7	-10	0
Cc1ccc(N2CCN(C(=O)c3ccccc3NC(=O)C3CC=CCC3C(=O)O)CC2)cc1 (centres undefined)	1.8	1	4	-3	24	.	3	-6	-6	0
Cc1noc(/C=C/N(C)C)c1S(=O)(=O)N1CCC(C(=O)O)CC1	2.3	-6	11	0	22	-0.6	2	.	8	-2
O=C1CCN(Cc2nnnn2CC2CCCO2)c2ccccc2N1 (centres undefined)	-1.2	-8	-3	23	27	-2.3	-8	1	3	1
CC(=O)c1cccc(NC(=O)c2csc(-n3nc(C)cc3C(F)(F)F)n2)c1	-1.8	-2	8	1	-1	-0.7	-6	.	3	-8
CS(=O)(=O)N(CC(=O)Nc1ccccc1C(=O)N1CCOCC1)c1ccc(Cl)cc1	1.0	9	-10	-5	7	-0.8	-2	-4	-4	2
Cc1ccccc1OCC(=O)N/N=C/c1ccncc1	3.5	6	-10	1	39	-1.1	4	0	-2	1
O=C1CCCC2=C1C(O)(C(F)(F)F)C(=O)N2Cc1ccccc1 (centres undefined)	1.6	0	3	-3	3	-0.6	4	.	-1	1
COc1ccc(C2=CC(=O)CC(C)(C)C2)cc1OC	0.0	-7	-1	9	-21	0.1	0	-1	0	-6
O=C(CSc1n[nH]c(-c2cccnc2)n1)Nc1cccc(Cl)c1	1.3	-18	-11	0	.	-1.4	-2	.	1	1
C/C(=N\NC(=O)c1ccc2c(c1)OCO2)c1ccc(O)cc1	-0.3	-7	-5	-6	.	-2.1	1	-3	-1	2
COc1ccc(OC)c(NC(=O)CS(=O)(=O)c2ccccc2)c1	-0.3	-1	0	1	11	-0.4	-2	.	-3	-2
O=C(CN1C(=O)CCS(=O)(=O)c2ccccc21)NCc1ccc(F)cc1	-3.3	-2	-4	5	-12	.	-4	-3	6	2
NC(=O)C1CCN(C(=O)/C(=C/c2ccccc2)NC(=O)c2ccccc2)CC1	1.2	-13	4	-1	19	-0.5	-1	3	0	-1
O=C(COC(=O)CC1CCCC1)Nc1cc2c(cc1Cl)C(=O)c1ccccc1C2=O	-0.4	-8	-6	11	-9	-0.1	-1	0	7	-1
CC(c1ccccc1)C1CC(=O)N(c2ccc(C(=O)O)cc2)C1=O (centres undefined)	-0.4	-3	14	-13	24	-0.3	4	-2	-1	5
CCOC(=O)c1c(C)n(-c2ccccc2)c2ccc(O)cc12	2.5	1	-8	-12	-69	0.8	-3	-3	-2	-7
Cc1ccccc1OCC1Cn2c(nc3c2c(=O)[nH]c(=O)n3C)O1 (centres undefined)	-0.7	-3	-8	-2	1	0.9	-2	2	-1	5
CS(=O)(=O)N1CCN(c2ccc(NC(=O)COc3ccccc3[N+](=O)[O-])cc2)CC1	-0.7	1	-3	-9	-15	-2.0	-1	-5	3	5
CC(=O)N1N=C(c2ccccc2)CC1c1cn(C)c2ccccc12 (centres undefined)	-0.3	9	-5	0	19	0.2	0	-5	-13	0
CCOC(=O)c1ccc(S(=O)(=O)N2CCN(C(=O)CSc3nc4ccccc4o3)CC2)cc1	-0.7	-1	-28	3	-15	0.2	-4	-3	14	-4
CCC1(c2ccccc2)C(=O)N=C(N)N(C#N)C1=O (centres undefined)	-0.1	-6	3	0	10	-0.6	0	.	-4	1
COc1ccc(Nc2nc(N)c([N+](=O)[O-])c(N3CCN(C)CC3)n2)cc1	1.0	-8	1	-4	-4	-0.4	-3	0	-4	-2
CN(C)S(=O)(=O)c1cccc(N2C(=O)CC3(CCCCC3)CC2=O)c1	.	-2	13	30	3	0.2	0	-4	12	-3
CSc1cccc(NC(=O)CN(c2ccc(C)cc2C)S(C)(=O)=O)c1	-0.4	-23	-9	-5	14	-1.6	0	-1	6	0
CC(C)(CO)CNC(=O)CCc1nnc(Cc2ccc(-c3ccccc3)cc2)o1	-1.4	-7	0	3	5	-0.8	2	2	-2	-2
COc1cccc2c1OC1(C)CC2NC(=O)N1 (centres undefined)	0.2	8	1	.	38	-2.8	-1	-2	-3	-4
CCn1c(SCC(=O)N2CCCC(C)C2)nnc1-c1ccc(S(=O)(=O)N2CCN(C)CC2)cc1 (centres undefined)	-1.3	-7	-3	-4	-3	-0.7	0	-1	-3	1
C=CCSc1nnc(-c2ccc([N+](=O)[O-])cc2)o1	0.2	13	1	.	-2	-1.7	-6	0	1	-2
O=c1cc2c(nn1Cc1ccc(Cl)cc1)-c1ccccc1CC2	-1.7	-5	1	1	22	-0.5	-2	-3	5	-7
O=C(/C=C/c1ccccc1)N1CCN(S(=O)(=O)c2ccc(F)cc2)CC1	-0.2	-2	3	-1	15	.	0	-2	5	-2
CCn1c(=O)cc(OCC(=O)N2CCN(c3cccc(C(F)(F)F)c3)CC2)c2ccccc21	-0.8	-3	-4	24	-14	-1.4	-4	-3	-8	0
N#Cc1nc(-c2cccs2)oc1NCc1ccccc1	0.4	-3	2	-8	15	-0.3	-3	-1	5	0
Cc1ccc2oc(=O)c3cnn(CC(=O)NC4CCC(C)CC4)c3c2c1 (centres undefined)	-0.8	-3	0	-3	25	-1.4	0	-3	3	-1
CC(C)[C@@H]1CC[C@@H](C)C[C@H]1OC(=O)C[n+]1cc(-c2ccc(Cl)cc2)n2c1CCCCC2	0.5	-4	-1	8	.	-0.7	-4	-2	-4	7
CC(C)(C)NC(=O)C(c1ccncc1)N(C(=O)c1csnn1)C1CC1 (centres undefined)	-0.7	-18	-6	-2	-11	-4.9	-5	-3	2	0
COc1ccc2oc(C)c(NC(C)=O)c2c1	-2.2	3	-7	6	0	-2.7	-5	4	-2	0
COc1ccc(S(=O)(=O)N(CC(=O)NCC2CCCO2)c2ccccc2)cc1OC (centres undefined)	-1.9	4	-4	8	21	.	-3	-2	-6	0
COc1ccc(-c2ocnc2C(=O)Nc2ccc3c(c2)CCC3)cc1	0.6	4	-9	-5	.	-1.7	-2	-3	-1	-11
CCc1nc(SC)[nH]c(=O)c1C	0.7	-4	-4	13	7	.	1	-2	0	-1
CCOc1ccc(S(=O)(=O)NCCC(=O)N(C)CC(=O)Nc2ccc(OC)cc2)cc1	-0.7	-8	2	4	5	-2.2	-6	0	0	-1
COCCCn1nnnc1SCC(=O)Nc1nc(C)c(C)s1	0.6	-2	-4	-7	4	-1.7	-5	4	-7	-4
(listing goes on)
SMILES	LANA DNA inh	Cardiac RTF inh	PKA-R2B act	Rtt109 HAT inh	SR-BI uptake up	CAL PDZ FP-1	Keap1-Nrf2 PPI	CAL PDZ FP-2	cardiac RTF act	DAGLB inhibitor
Clc1cccc(-c2nc(NCCCN3CCOCC3)c3ccccc3n2)c1	0.0	5	-3	8	-22	-1.8	-2	.	-1	-6
CCOC(=O)/C=C/C(=O)Nc1ccc(S(=O)(=O)Nc2cc(C)on2)cc1	0.9	-14	5	4	.	-2.4	2	-5	-5	-4
Clc1ccc(OCCOCCN2CCCCC2)c(Br)c1	-0.3	3	7	-21	-5	-1.5	1	-2	-1	-1
COCCNC(=O)c1ccc(S(=O)(=O)c2ccc(Cl)cc2)c(NC(C)=O)c1	-3.0	1	-9	-3	1	-1.7	-3	-3	3	-4

Looked up by compound from the entries so far, 2 records:
SMILES	LANA DNA inh	Cardiac RTF inh	PKA-R2B act	Rtt109 HAT inh	SR-BI uptake up	CAL PDZ FP-1	Keap1-Nrf2 PPI	CAL PDZ FP-2	cardiac RTF act	DAGLB inhibitor
Clc1ccc(OCCOCCN2CCCCC2)c(Br)c1	-0.3	3	7	-21	-5	-1.5	1	-2	-1	-1
Clc1cccc(-c2nc(NCCCN3CCOCC3)c3ccccc3n2)c1	0.0	5	-3	8	-22	-1.8	-2	.	-1	-6

From PubChem
